Insulin prom up: MIN6 insulin promoter up-regulation; MIN6 insulin promoter-GFP reporter, high-content imaging; active compounds read high; z-score at 5 µM; hit rate 0.3% among 190,000; AID 1625;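 active means z-score above 3 at 5 µM with at least 500 cells counted in the well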
CSM14.1 death rescue: rescue of cells from ER stress-induced death, primary screen, 384-well, CSM14.1, thapsigargin, ATP luminescence (AID 1222); one-dose cellular ATP content (survival), % at 20 µM; EC50 in µM for titrated hits; 190,000 tested, under 10 active; CSM14.1 thapsigargin-induced death rescue, ATP luminescence; higher % means a stronger effect;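 active means EC50 below 50 µM in the dose-response confirmation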;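 further: death triggered by thapsigargin at about 15 µM added after 2 h compound pretreatment; cell ATP read after overnight thapsigargin exposure of roughly 18 to 22 hours; normalized against plate controls of thapsigargin alone and 5% DMSO vehicle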
WT yeast gro inh: growth inhibition of WT yeast, mitochondrial fusion screen; mitochondrial fusion phenotypic screen, WT strain; inhibition, % at 10 µM; hit rate 2.1% among 190,000; AID 1362; in the data active means inhibition above about 58%; tested in S. cerevisiae
b-catenin transl: beta-catenin nuclear translocation modulation; HeLa beta-catenin nuclear translocation, immunofluorescence imaging; nuclear translocation activity, % at 5 µM; hit rate 0.3% among 190,000; AID 1665;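 active means nuclear translocation activity above 50% at 5 µM, with a well cell count of 50 or more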;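 further: per-cell ratio of nuclear to cytoplasmic median beta-catenin stain intensity; plate controls were DMSO negative control for no effect and GSK-3 inhibitor IX positive control for full effect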
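System: Human HeLa cells, endogenous beta-catenin | Compound dosing: 5 µM primary, 0.02–20 µM confirmation | Timing: 24 h compound exposure at 37°C, 5% CO2 | Measured by: Fluorescence imaging of beta-catenin antibody stain plus DAPI | Read-out basis: % activation of per-cell nuclear versus cytoplasmic median beta-catenin signal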
Hep lipid drop: modulators of hepatic lipid droplet formation. AML12 mouse hepatocytes, oleate lipid droplets, BODIPY imaging. inhibition, % at 6.5 µM. hit rate 0.4% among 240,000. AID 1656;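 active means lipid droplet intensity inhibited by at least 50%, with more than 500 cells counted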
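Material: mouse AML12 hepatocyte cell line, fixed after treatment; Timing: compound with oleate, overnight; Technique: high-content imaging of BODIPY-stained droplets and DAPI nuclei; Probe or stimulus: oleate, 100 µM final; Dosing: compound at 6.5 µM only.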
Autophagy HCS: modulators of autophagy; calls only at 10 µM (by protocol); hit rate 0.98% among 190,000; MEF GFP-LC3 puncta imaging; test concentration mostly 10 µM;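 active means percentage of spot-positive cells more than 3 SD above its plate mean, without a fluorescence outlier flag or 80% toxicity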;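 further: spot-positive cell cutoff set from DMSO-treated cells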
MT stabilize HCS: microtubule stabilization, imaging screen. HeLa tubulin immunostaining HCS, 24 h; share of cells brighter than vehicle mean+2SD. % tubulin-high responders, % at 10 µM. hit rate 0.83% among 200,000. AID 2205;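 active means plate Z-score above 3 for both tubulin-high and condensed-nucleus cell shares, with cell loss under 80%, at 10 µM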;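 further: anti alpha tubulin signal scored within the nucleus-defined area of each cell; some results filed as inactive read as strong as hits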
Dynein cargo inh: blocks dynein driven cargo transport along microtubules; 3617.4 mouse cells, GR-EGFP nuclear translocation imaging; test concentration mostly 20 µM; stimulated with dexamethasone, 1 µM; active compounds read low; z-score, hits read low; hit rate 0.47% among 220,000;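 active means plate z-score of nuclear minus cytoplasmic receptor signal below a set negative limit, without overly bright fluorescence or cell loss, cut at about -3.5 in these data, passing the limit was not always enough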;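 further: z-score of nuclear minus cytoplasmic ring GR-EGFP intensity difference per well; some compounds called inactive have numbers as strong as hits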
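Buffer or medium: tetracycline-free induction medium containing charcoal-stripped FBS / Reagent: dexamethasone agonist, 1.0 µM final, for 30 min / Technique: automated 10x imaging of fixed Hoechst-stained cells / Times: induction 48 h, compound 1 h, agonist 30 min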
XIAP displacement: XIAP antagonists, biochemical, IAP family, fluorescence polarization (AID 1018); one-dose displacement, % at 20 µM; IC50 in µM for titrated hits; XIAP BIR domain, fluorescence polarization peptide displacement; higher % means a stronger effect; hit rate 0.007% among 200,000; in the data active means displacement above about 50%; further: a part of the inactive calls stands beside numbers as strong as those of hits
WT yeast gro inh mutant strain: also measured in WT yeast gro inh; calls as there; inhibition, %; mitochondrial fusion phenotypic screen, mutant strain inhibition
Dynein cargo inh cytoplasmic EGFP: further read-out of Dynein cargo inh, marked with its call; z-score; measured here: cytoplasmic GR-EGFP intensity; active compounds read high
Dynein cargo inh nuclear GR-EGFP: further read-out of Dynein cargo inh, marked with its call; z-score; measured here: nuclear GR-EGFP intensity;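 lower value marks the stronger effect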
Dynein cargo inh cell count: second read-out of Dynein cargo inh, no call of its own (marks repeat the call); z-score; measured here: cell count per field
Insulin prom up cell count: further read-out of Insulin prom up, marked with its call; cell count; measured here: cytotoxicity, nuclei count;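 total cells summed across four imaged fields per well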
Hep lipid drop cells 6.5 µM: second read-out of Hep lipid drop, no call of its own (marks repeat the call); cell count; measured here: cell count, cytotoxicity flag;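 cells counted across two imaged fields per well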
b-catenin transl cell count 5 µM: second read-out of b-catenin transl, no call of its own (marks repeat the call); cell count; measured here: cell count, cytotoxicity flag
MT stabilize HCS Hoechst-high %: second read-out of MT stabilize HCS, no call of its own (marks repeat the call); % Hoechst-high responders; measured here: nuclear condensation Hoechst responders;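 share of cells brighter than vehicle mean plus two SD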
MT stabilize HCS cytotoxicity %: second read-out of MT stabilize HCS, no call of its own (marks repeat the call); toxicity, %; measured here: cytotoxicity by cell density;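 0% = mean cell density of plate MIN control wells and 100% = no cells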
Autophagy HCS cell loss 18 h: recorded beside Autophagy HCS, whose call it bears; toxicity, %; measured here: cell loss, nuclei count;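 cell loss after 18 h compound exposure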
Starred values were filed as active, the others as inactive; i = inactive; . = not tested or not shown.

SMILES	Insulin prom up	Insulin prom up cell count	CSM14.1 death rescue	WT yeast gro inh	WT yeast gro inh mutant strain	b-catenin transl	b-catenin transl cell count 5 µM	Hep lipid drop	Hep lipid drop cells 6.5 µM	Autophagy HCS	Autophagy HCS cell loss 18 h	MT stabilize HCS	MT stabilize HCS Hoechst-high %	MT stabilize HCS cytotoxicity %	Dynein cargo inh	Dynein cargo inh cytoplasmic EGFP	Dynein cargo inh nuclear GR-EGFP	Dynein cargo inh cell count	XIAP displacement
COc1ccc(-c2cc(C(=O)N3CCN(Cc4ccccc4)CC3)no2)cc1OC	1.11	1121	-0.6%	18.4	5.7	.	.	-0.3	752	i	2.8	4.6	2.8	4.3	-0.664	-0.296	0.456	0.601	-5.6%
Cn1nc(C(C)(C)C)cc1C(=O)NNC(=O)c1ccccc1Cl	-0.53	1361	.	.	.	11.1	867	-43.9	711	.	.	.	.	.	-0.0163	-0.241	-0.0246	0.506	.
CC1(C)CC(NC(=O)COc2ccc([N+](=O)[O-])cc2)CC(C)(C)N1	0.05	1634	-0.4%	11.1	1.5	-3.8	1111	6.1	676	i	21.0	1.8	2.0	2.8	-1.23	-0.298	-0.53	1.39	-5.8%
CCOc1ccccc1OCCCOc1ccc([N+](=O)[O-])cc1Cl	.	.	-1.7%	-0.3	61.2	-1.3	1012	-27.5	688	i	-0.5	2.4	1.0	8.5	-0.0388	-0.196	-0.237	0.54	-9.3%
CCOC(=O)C1=C(C)NC(=S)NC1c1ccc(C)s1 (stereo not drawn)	-0.41	1510	-1.5%	-13.7	17.3	-2.0	1056	1.7	787	i	11.4	3.8	3.2	5.8	-0.237	-0.261	0.198	0.396	-1.2%
COc1ccc(NC(=O)c2cc(-c3ccco3)nc3ccccc23)cc1S(=O)(=O)N1CCOCC1	-0.32	1415	.	.	.	-0.2	1181	-4.7	649	.	.	.	.	.	0.326	-0.184	0.366	-0.589	.
CN1C(=O)/C(=N\OC(=O)c2ccccc2Cl)c2ccccc21	-0.17	1574	2.3%	15.8	29.1	-0.8	990	-2.6	658	i	5.5	6.7	3.7	0.2	-1.28	0.192	-0.626	0.721	-2.8%
COc1ccc(CNC(=S)NCc2ccc(OC(C)C)cc2)cc1	-0.74	1270	-2.4%	25.2	-0.4	.	.	-45.3	739	i	-4.3	3.0	2.2	7.0	-0.451	-0.226	-0.161	-0.253	-0.1%
Cc1ccc(NC(=O)/C=C/c2cccc([N+](=O)[O-])c2)nc1	-0.08	1235	0.6%	1.5	16.0	0.3	1101	1.2	701	i	7.1	5.9	2.7	3.4	0.207	-0.231	0.386	-0.623	-4.5%
Cn1cc(C=C2C(=O)OC3(CCCCC3)OC2=O)c2ccccc21	0.57	1039	.	.	.	0.7	1213	15.1	703	.	.	.	.	.	-0.0279	-0.261	-0.421	1.13	.
Cc1ccc(-c2nn(-c3ccccc3)cc2CN(Cc2ccccc2)C(=O)CCC(=O)O)o1	0.46	1364	-0.9%	-8.4	4.3	.	.	-4.5	745	i	-2.8	2.3	2.9	9.1	-1.8	-0.0609	-0.945	-0.0885	-8.5%
COc1cccc(C(=O)CN2C3=NCCCN3c3ccccc32)c1	.	.	-4.3%	-0.1	-6.9	-3.6	981	.	.	i	0.7	1.0	1.2	5.5	-0.853	-0.0573	-0.551	-0.223	0.7%
CC(CCc1ccccc1)NCC(O)c1ccc(O)c(C(N)=O)c1 (stereo not drawn)	.	.	-1.9%	6.2	-11.9	0.7	520	-15.9	705	i	32.3	3.1	2.8	11.1	-0.102	-0.292	0.132	1.03	-6.5%
CC(C)CCN(C(=S)Nc1cccc(F)c1)C(C)c1cccs1 (stereo not drawn)	.	.	-0.5%	59.4*	2.5*	0.2	1087	9.9	752	i	3.4	3.2	2.9	7.1	-0.107	-0.253	-0.0273	-0.247	-2.2%
CCOC(=O)c1c(Cc2ccc(Cl)cc2)c[nH]c1C	0.12	1505	-1.7%	-8.1	-19.7	0.9	1175	-6.1	577	i	5.2	2.3	2.5	3.8	1.1	-0.259	1.27	-1.33	-3.7%
CC(C)(C)N1C(=O)Cc2c1nc(N)c1c(N)nc(N3CCCCC3CO)c(C#N)c21 (stereo not drawn)	-0.68	1217	-1.8%	-6.5	3.7	-2.3	1408	.	.	i	10.2	2.6	2.7	1.4	2.28	0.000375	1	-1.25	-5.1%
Cc1cc(-c2ccco2)n2c(nc3ccccc32)c1C#N	0.95	1558	-1.2%	23.1	16.5	-0.7	1381	.	.	i	-2.3	1.9	2.3	6.2	-0.441	-0.124	-0.201	0.265	-1.4%
O=C(CCSCCc1ccccn1)Nc1cccc([N+](=O)[O-])c1	1.07	1216	0.2%	-17.7	8.0	1.0	1066	-1.0	705	i	-5.0	2.2	2.9	8.9	-0.454	-0.372	-0.12	0.975	-3.0%
CCOc1ccc(NC(=S)N2CCC(c3nc4ccccc4[nH]3)CC2)cc1	-0.05	1552	1.0%	-9.3	-20.3	-0.3	1009	0.6	729	i	-8.5	1.3	1.9	6.1	-0.666	0.45	0.197	0.252	-6.8%
C=CCn1cnc2c(nnn2Cc2ccc(F)cc2)c1=O	0.34	1064	.	.	.	0.0	1357	-6.1	699	.	.	.	.	.	-0.459	-0.0934	0.107	0.569	.
C/C(=N\NC(=O)CC1N=C(Cc2ccccc2)NNC1=O)c1ccc(C)cc1 (stereo not drawn)	-1.12	1572	-0.4%	-12.9	-14.2	-0.1	1307	.	.	i	-2.9	30.8*	16.4*	22.5*	-0.294	-0.214	-0.331	0.505	-1.9%
CCOC(=O)CC(c1ccc(N)cc1)n1c(C)ccc1C (stereo not drawn)	-0.78	1478	1.4%	0.7	18.1	-1.3	1031	-8.1	704	i	27.2	2.2	2.5	7.3	0.325	-0.19	0.468	-0.679	-7.1%
COc1ccc(/C=C(/NC(=O)c2ccc([N+](=O)[O-])cc2)C(=O)NCCCN(C)C)cc1	-0.75	1633	0.9%	-9.1	-11.5	-4.1	1061	16.4	687	i	-4.8	3.2	3.0	7.4	-0.696	-0.376	-0.714	0.565	0.6%
CCOc1cc(/C=N/NC(=O)c2cccs2)cc([N+](=O)[O-])c1O	0.9	1485	0.9%	1.0	-8.4	-0.7	1010	-0.5	714	i	-2.9	3.8	2.1	7.2	1.17	-0.279	0.348	0.0888	-4.5%
O=c1oc(-c2ccccc2NS(=O)(=O)c2ccc3ccccc3c2)nc2ccccc12	0.3	1613	0.5%	32.5	5.2	2.4	1085	19.4	452	i	4.0	3.0	1.8	5.9	0.239	0.185	0.649	-0.685	0.2%
Cc1cc(=O)[nH]c(-n2ncc(C#N)c2N)n1	-1.69	1303	-0.6%	-6.1	14.3	-2.5	1154	11.9	678	i	3.3	6.7	3.1	6.1	-0.0333	-0.295	0.264	-0.425	-3.6%
O=C(/C=C/c1ccc2c(c1)OCO2)NCCCN1CCOCC1	0.15	1108	0.8%	-0.4	-14.6	0.3	539	-13.0	757	i	-10.3	2.1	1.7	5.4	-0.349	-0.262	-0.496	0.996	-3.5%
CCN1CCc2c(OCC(=O)Nc3ccc4c(c3)OCCO4)cccc2C1=O	0.31	1623	1.2%	0.1	2.9	-4.2	1087	0.3	695	i	25.1	4.2	1.5	5.3	0.216	1.76	0.405	-0.611	-2.5%
CCCC(=O)Nc1ccc(Cl)c(NC(=O)c2ccco2)c1	0.87	1778	-0.4%	4.0	-3.1	2.3	1025	-8.0	667	i	-8.1	3.4	2.1	3.6	-0.756	-0.232	-0.178	-0.226	1.7%
CC[C@H](C)[C@@H]1NC(=O)c2cc([N+](=O)[O-])cc(F)c2OCC[C@@H](C(N)=O)NC(=O)[C@H](CCCCN)NC1=O	-0.17	1400	7.3%	-14.3	-5.8	.	.	-3.4	674	i	-9.0	2.7	1.9	1.3	0.614	-0.254	0.653	0.122	-7.9%
CCOC(=O)c1cccc(NC(=O)CN(C)S(=O)(=O)c2cnc[nH]2)c1	0.38	1220	-1.9%	10.0	22.6	-2.0	930	.	.	i	49.6	3.0	2.8	11.8	0.936	-0.243	1.08	-1.37	-9.5%
Cc1c(C(=O)O)oc2ccc(S(=O)(=O)NC3CCCCCCC3)cc12	1.15	1201	-3.0%	2.1	-8.5	2.1	465	-3.4	686	i	11.0	3.1	2.9	5.7	0.0245	-0.265	0.969	-0.379	0.4%
CCOc1ccc(CNC(=O)CCCOc2cc(=O)n(C)c3ccccc23)cc1	-1.02	972	-2.4%	-14.1	-5.4	-3.9	1218	-4.5	701	i	1.1	3.8	2.7	6.6	1.18	-0.216	0.444	-1.07	-4.1%
COc1cccc2cc(C(=O)N3CCN(c4ccc(C)cc4C)CC3)c(=O)oc12	.	.	.	17.3	-7.2	-1.2	1088	-30.0	515	.	.	3.2	1.9	8.1	-0.308	-0.239	-0.0844	-0.00204	-5.1%

High-throughput results: PubChem, several laboratories
